ALDH1A1 block: qHTS Assay for Inhibitors of Aldehyde Dehydrogenase 1 (ALDH1A1) | Aldehyde dehydrogenase 1A1 (Homo sapiens), P00352 | Purified ALDH1A1, NADH fluorescence, propionaldehyde substrate | Potency, µM (doses to about 75.3 µM), for the others: top-dose activity, negative = inhibition, usual class: inhibitors | 220,000 compounds, 7.3% hits | AID 1030, 2008; active means well fitted inhibition curve with a large enough effect, not every such curve was filed as active; inconclusive means small, poorly fitted or top-dose-only effect, or another doubt; inactive means no such curve, though single readings can be large or run the other way;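 further: plate controls were no enzyme wells and a reference inhibitor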
Target sequence (P00352 whole entry, looked up): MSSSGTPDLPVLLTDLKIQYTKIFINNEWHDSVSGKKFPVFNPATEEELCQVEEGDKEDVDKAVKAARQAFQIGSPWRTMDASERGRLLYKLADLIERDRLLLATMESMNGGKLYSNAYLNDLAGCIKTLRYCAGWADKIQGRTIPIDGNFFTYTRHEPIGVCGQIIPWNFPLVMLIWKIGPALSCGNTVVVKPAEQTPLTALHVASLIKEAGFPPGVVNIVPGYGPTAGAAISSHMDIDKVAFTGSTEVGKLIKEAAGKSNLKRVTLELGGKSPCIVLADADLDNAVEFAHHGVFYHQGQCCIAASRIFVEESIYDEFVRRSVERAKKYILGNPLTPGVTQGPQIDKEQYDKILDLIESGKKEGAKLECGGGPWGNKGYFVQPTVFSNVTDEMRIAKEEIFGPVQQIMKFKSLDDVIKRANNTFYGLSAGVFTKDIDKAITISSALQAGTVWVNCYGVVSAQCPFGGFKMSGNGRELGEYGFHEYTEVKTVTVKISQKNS
RECQ1 inh: qHTS Assay for Inhibitors of RecQ-Like Dna Helicase 1 (RECQ1) | RECQ1 DNA unwinding, red fluorescence kinetic read | ATP-dependent DNA helicase Q1 (Homo sapiens), P46063 | Potency, µM (highest dose often 57.3 µM), for inactives: at the top dose activity, negative = inhibition, most hits filed as inhibitors | 240,000 compounds, 0.54% hits;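 further: plate controls were vehicle for no effect and no enzyme for full effect; nearly all actives have a fitted effect of over 30% in size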
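RECQ1T1 50 nM; forked duplex (20 bp + 30-nt ss tails) 200 nM, ATP 2 mM final; pH 8.0, 2 mM MgCl2, 2.5 ug/ml poly(dI-dC); 15 min compound preincubation; discontinuous kinetic read over 2 h at RT.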
LMNA splice mod: qHTS Assay for Modulators of Lamin A Splicing. HeLa LMNA splicing GFP/RFP minigene ratio, 48 h. 200,000 compounds, 0.01% hits. Potency, µM (highest dose often 46.1 µM), for inactives: at the highest dose ratio change, negative = inhibition, hits mostly inhibitors; active means well fitted inhibition curve with a large enough effect in the signal ratio, with a control signal flat, not every such curve was filed as active; inconclusive means small, poorly fitted or top-dose-only effect, or effect the other way, or a change in a side signal; the % refers to the signal ratio; further: on the % scale 0 is the no-effect control and ±100 the full control effect
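S3 HeLa stable clones carrying a lamin A-EGFP splicing minigene plus DsRed2 were seeded at 600 cells/well in Opti-MEM with 2% FBS, pin-dosed and incubated 48 h at 37°C. Acumen cytometry (488 nm) gave the GFP/RFP total-intensity ratio.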
L3MBTL1 block: qHTS Assay for the Inhibitors of L3MBTL1 | Lethal(3)malignant brain tumor-like protein 1 (Homo sapiens), Q9Y468 | 230,000 compounds, 0.66% hits | AID 485360, 2010 | Potency, µM (doses to about 57.1 µM), without a hit: at the highest dose activity, negative = inhibition, actives largely listed as inhibitors | AlphaScreen L3MBTL1–H3K9me1 peptide binding; further: on the % scale 0 is the no-effect control and ±100 the full control effect; nearly all actives have a fitted effect of over 60% in size
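First, the protein-peptide complex forms for 30 min at room temperature (L3MBTL1 50 nM, biotinylated H3K9me1 peptide 75 nM). Next, compounds are pin-transferred and incubated 30 min. Finally, AlphaScreen beads are added and read after 30 min.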
KinaseGlo FLuc: Counterscreen for Luciferase (Kinase-Glo TM) Inhibition; Kinase-Glo luciferase, ATP luminescence, 8 min; 200,000 compounds, 0.28% hits; Potency, µM (top dose mostly 38.3 µM), for inactives: top-dose activity change, negative = inhibition, usual class: inhibitors; further: on the % scale 0 is the no-effect control and ±100 the full control effect; nearly all actives have a fitted effect of over 60% in size
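Kinase-Glo luciferase light output from ATP and luciferin was measured with 10 uM ATP, within the enzyme's linear range. Buffer: 50 mM imidazole pH 7.2, 50 mM KCl, 7 mM MgCl2, 0.01% Tween 20, 0.05% BSA; luminescence read after 8 min at ambient temperature.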
SMN2 splice enh: qHTS Assay for Enhancers of SMN2 Splice Variant Expression; 210,000 compounds, 2.8% hits; Potency, µM (top dose mostly 46.1 µM), inactives show at the highest dose activity change, positive = activation, actives largely listed as activators; HEK293 SMN2-luciferase splicing reporter, luminescence, 30-36 h; further: % of control where 0% means no effect; nearly all actives have a fitted effect of over 55% in size
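HEK293 cells carry an SMN2 […]–luciferase reporter in which exon 7 inclusion puts luciferase in frame. Cells were plated 10-12 h before compound addition, then incubated 30-36 h at 37C. ONE-Glo luminescence was read; sodium butyrate at 4.5 mM final served as control.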
JMJD2E inh: qHTS Assay for Inhibitors of Human Jumonji Domain Containing 2E (JMJD2E). Potency, µM (highest dose often 57.1 µM), inactives show top-dose activity change, negative = inhibition, usual class: inhibitors. 230,000 compounds, 1.6% hits. JMJD2E catalytic domain, FDH-coupled NADH fluorescence (FDH is formaldehyde dehydrogenase). AID 2147, 2009. Lysine-specific demethylase 4E (Homo sapiens), B2RXH2; active means well fitted inhibition curve with a large enough effect, not every such curve was filed as active; inconclusive means small, poorly fitted or top-dose-only effect, or another doubt; inactive means no such curve, though single readings can be large or run the other way;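 further: 0% = wells with enzyme and -100% = buffer wells without enzyme; nearly all actives have a fitted effect of over 50% in size; many of its hits are not listed in these tables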
Target sequence (B2RXH2 1-337 limits assumed): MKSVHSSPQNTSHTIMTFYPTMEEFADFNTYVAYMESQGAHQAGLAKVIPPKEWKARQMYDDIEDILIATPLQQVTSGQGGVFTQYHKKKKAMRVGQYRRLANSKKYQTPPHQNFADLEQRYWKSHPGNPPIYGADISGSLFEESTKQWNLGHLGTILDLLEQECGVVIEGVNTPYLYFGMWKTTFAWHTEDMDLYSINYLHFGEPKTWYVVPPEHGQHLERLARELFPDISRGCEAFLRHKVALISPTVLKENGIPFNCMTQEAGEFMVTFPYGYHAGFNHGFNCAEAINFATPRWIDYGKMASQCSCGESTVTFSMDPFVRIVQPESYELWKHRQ
Tau fibril ThT: qHTS for Inhibitors of Tau Fibril Formation, Thioflavin T Binding; Potency, µM (highest dose often 57.4 µM), for inactives: at the highest dose activity, negative = inhibition, hits mostly inhibitors; recombinant tau K18 P301L, heparin-induced fibrillization, ThT fluorescence; 270,000 compounds, 2.1% hits; AID 1460, 2008; further: on the % scale 0 is the no-effect control and ±100 the full control effect; nearly all actives have a fitted effect of over 55% in size
Target sequence (P10636 561-689 P618L limits assumed): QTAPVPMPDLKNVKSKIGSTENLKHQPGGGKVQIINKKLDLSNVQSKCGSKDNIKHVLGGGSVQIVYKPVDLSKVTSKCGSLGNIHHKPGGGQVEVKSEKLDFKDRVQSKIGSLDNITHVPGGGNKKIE
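Using a mix of unlabeled (15 uM) and Alexa 594-labeled (0.24 uM) tau K18 P301L, heparin-triggered fibrillization over 6 hr at 37 C was scored by ThT fluorescence.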
Starred values were filed as active, the others as inactive; i = inactive; ? = inconclusive; · = not tested or not shown; & = joins results of further samples; [ ] = dose if it differs, or a comment. Unless noted, the call rests on the fitted dose curve; in most records, active means well fitted curve in the direction sought with a large enough effect; inconclusive means small, poorly fitted or top-dose-only effect, or another doubt; inactive means no such curve, though single readings can be large; an effect the other way counts as inactive or inconclusive. Potency means the concentration at half of the fitted maximal effect. The list is partial, so the mix of outcomes need not match the whole.

SMILES	ALDH1A1 block	RECQ1 inh	LMNA splice mod	L3MBTL1 block	KinaseGlo FLuc	SMN2 splice enh	JMJD2E inh	Tau fibril ThT
CCN(CC(=O)NC1CCCCC1)S(=O)(=O)c1ccc(Cl)cc1	-5%	-6%	-7%	12%	2%	-2%	5%	-5%
COC(=O)[C@@H](NC(=O)c1ccc(OC2CCN(Cc3ccccn3)CC2)cc1)C(C)C	-1%	i	?	-4%	1%	·	7%	5%
CCCCN1C(=O)/C(=C/C=C2\N(C)c3ccccc3C2(C)C)SC1=S	?	-20%	4%	-11%	-10%	-46%[inhibitor]	-2%	6.3µM*
Cc1cc(C)n2nc(C(=O)NCc3ccccc3)cc2n1	?	-11%	18%	6%	0%	12%	?	-4%
Cc1ccc(CNc2nc3ccccc3n3cnnc23)cc1	3%	-6%	-4%	·	-4%	-3%&-19%	4%	1%&-4%
CSc1nnc(C(C)(C)C)c(=O)n1/N=C/c1ccc(C(C)C)cc1	·	-2%	·	2%	·	·	-5%	-5%
O=C(c1ccc(F)cc1)N1CCN=C1c1ccccc1	-3%	0%	1%	0%	-2%	8%	12%	0%
N/C(=N\OC(=O)Cc1ccccc1[N+](=O)[O-])c1ccccn1	-7%	16%	·	-23%	1%	-16%	-1%	5%
CCN(CC)S(=O)(=O)c1ccc(O)c(NC(=O)c2ccc(N3CCOCC3)c([N+](=O)[O-])c2)c1	0.71µM*	-2%	?	2%	5%	-10%	5%	-17%
CC(C)C(NC(=O)C(Cc1ccc(O)cc1)NC(=O)C(NC(=O)C(F)(F)F)C(C)C)C(=O)O (configuration not stated)	2%	-7%	-4%	·	1%	3%	6%	-3%
Cc1ccc(OCC(O)CNCc2ccccc2)cc1C (configuration not stated)	·	-3%	·	-3%	·	·	4%	-1%
COc1ccccc1OCC(=O)Nc1ccccn1	4%	-6%	3%	-11%	·	·	-14%	-2%
CN(C)c1nc(NCc2ccccc2)nc(SCC(=O)Nc2ccccc2)n1	-11%	i	18%	-6%	-4%	-32%[inhibitor]	-2%	4%
CC(NC(=O)NC1CCCCC1)c1ccc2c(c1)OCO2 (configuration not stated)	1%	10%	·	-7%	-3%	-12%	-3%	1%
CC(=O)N1CN(CCCn2ccnc2)Cc2c1sc1c2CCCC1	0%	-9%	1%	-6%	-2%	-1%	204%[activator]	-15%
CCOC(=O)CC1NC(=O)c2ccccc21 (configuration not stated)	2%	-6%	1%	2%	4%	9%	-7%	-10%
CC(C)CNC(=S)NC1CCCC1	8%	1%	3%	·	3%	-8%	0%	-10%
CCOC(=O)c1c(NC(=O)C2C3C=CC(CC3)C2C(=O)O)sc(C)c1C (configuration not stated)	3%	-2%	3%	0%	-1%	7%	?	-9%
Cc1cc(N2CCN(C(=O)OC(C)(C)C)CC2)n2ncnc2n1	-14%	-3%	-11%	2%	·	·	-4%	-8%
Cn1c(CC(=O)Nc2ccccc2)c(Sc2ccccc2)c2ccccc21	2%	i	-13%	5%	3%	-7%	1%	10%
O=C(CSc1nc(-c2ccccc2)c(-c2ccccc2)[nH]1)Nc1nccs1	-7%	-8%	?	-5%	-1%	-6%	?	?
O=C(Nc1ccc(-c2cn3c(n2)SCC3)cc1)c1ccc2ccccc2n1	-4%	i	?	·	0%	19%	-6%	?
Cc1ccc(C(=O)NNC(=O)CSc2nnc(-c3ccncc3)n2C)cc1	13%	-7%	4%	3%	-4%	-17%	1%	1%
CC(=O)OCC1(C)CN(c2ccccc2)N(C(=O)c2ccc(C(C)(C)C)cc2)C1=O (configuration not stated)	?	-7%	·	·	-1%	14%	-2%	?
COc1ccc(N(CC(=O)Nc2ccc(OC)cc2OC)S(=O)(=O)c2ccccc2)cc1	-2%	-16%	-4%[46 µM]	-11%	-1%	·	-5%	-14%
Cc1cccc(/C=C2\CCC(=C3SCCCS3)C2=O)c1	8.9µM*	-9%	1%	-14%	?	?	-3%	1.4µM*
Oc1cccc(NC(=S)N=Nc2c(O)[nH]c3ccccc23)c1	·	-10%	·	?	·	·	?	10µM*
CC(=O)Nc1ccc(S(=O)(=O)NCCc2ccccc2)cc1	?	-3%	-12%	·	2%	-9%	-3%	4%
O=C(Nc1ccc(Cl)cn1)C1CCCN1S(=O)(=O)c1ccc(Cl)cc1 (configuration not stated)	-5%	-10%	?	-4%	-1%	-19%	-4%	1%
CC/C(C)=N/Oc1nc(C)cc(C)n1	·	-19%	·	12%	·	·	0%	5%
O=C1NC(=O)c2c(NC(=O)C3CCCO3)cccc21 (configuration not stated)	?	11%	-4%	·	-3%	-3%	?	-1%
Cc1cc(C)c2nc(-c3ccccn3)cc(C(=O)Nc3cc(C)on3)c2c1	?	2%	-6%	-3%	-1%	3%	?	?
CCCCNC(=S)NNC(=O)CCn1nc(C)c(Br)c1C	-5%	-1%	?	8%	-6%	-4%	3%	-6%
Cc1cc([N+](=O)[O-])ccc1NCc1cccc([N+](=O)[O-])c1	-14%	-17%	50%	-9%	-2%	-19%	0%	-15%
Cc1ccc(S(=O)(=O)c2nc(NCc3ccc4c(c3)OCO4)sc2Cl)cc1	7%	-19%	?	-15%	·	·	0%	-15%
CC(CCc1ccccc1)NC(=O)COC(=O)C12CC3CC(CC(Br)(C3)C1)C2 (configuration not stated)	?	-17%	-10%	15%	3%	13%	-23%	-17%

Marked active in ALDH1A1 block, of those listed so far:
molecule | ALDH1A1 block | RECQ1 inh | SMN2 splice enh | JMJD2E inh | Tau fibril ThT
CCN(CC)S(=O)(=O)c1ccc(O)c(NC(=O)c2ccc(N3CCOCC3)c([N+](=O)[O-])c2)c1 | 0.71µM* | -2% | -10% | 5% | -17%
Cc1cccc(/C=C2\CCC(=C3SCCCS3)C2=O)c1 | 8.9µM* | -9% | ? | -3% | 1.4µM*

(continued)
SMILES	ALDH1A1 block	RECQ1 inh	LMNA splice mod	L3MBTL1 block	KinaseGlo FLuc	SMN2 splice enh	JMJD2E inh	Tau fibril ThT
Clc1ccc(-c2nnc3n2-c2ccccc2SC3)cc1	·	i	·	0%	·	·	0%	-14%
COc1ccc(OC)c(C(=O)c2ccc(C(=O)Nc3ccc4ccccc4c3)cc2)c1	7%	-2%	-8%	3%	-1%	-52%[inhibitor]	2%	-3%
Cc1cc(C)c(C(N)=O)c(NC(=O)Nc2ccccc2Cl)n1	24%	-1%	-2%	-1%	4%	24%	-4%	-3%
N#Cc1c(-c2cccs2)nc(SCC(=O)c2cccs2)[nH]c1=O	-2%	10%	-3%	-9%	5%	27%	-4%	?
CC1C/C(=N\Nc2ccc(S(N)(=O)=O)cc2[N+](=O)[O-])CC(C)(C)C1 (configuration not stated)	-8%	-3%	?	-17%	-3%	-24%	-2%	?
O=C(Cc1cccs1)Nc1nc2ccccc2s1	1%	-4%	?	-5%	-8%	17%	-1%	-16%
O=C(CCN1C(=O)c2cccc3cccc(c23)C1=O)N1CCN(c2ccccc2F)CC1	-1%	i	·	-16%[2.29 µM]	-1%	-29%	6%	5%
COC(=O)C1=C(C)OC(N)=C(C#N)C1c1c(C)nn(-c2ccccc2)c1Cl (configuration not stated)	-7%	?	-3%	3%[11.4 µM]	1%	9%	-1%	?
O=C(CSc1ccc2c(c1)OCCO2)Nc1ccc(Br)cc1	7.1µM*	-8%	?	9%	·	·	?	?
COc1ccc(NC(=O)C(c2ccc(C)cc2)N(C)C(=O)c2ccc(=O)[nH]c2)cc1 (configuration not stated)	4%	0%	5%	-2%	2%	-4%	3%	-3%
O=S(=O)(Nc1nc2ccccc2nc1NCC1CCCO1)c1cc(Cl)ccc1Cl (configuration not stated)	·	-4%	·	3%	·	·	?	?
Nc1ccc(C(=O)O)c(O)c1 (tested in a mixture with another compound)	·	-3%	·	·	-7%	1%	·	?
O=C1[C@H]2[C@H]3[C@H](O)[C@H](O)C/C(=N\OC[C@@H](O)COCc4ccco4)[C@@H]3CC[C@H]2C(=O)N1c1ccc(F)cc1F	-6%	-20%	7%	4%	0%	7%	-2%	-9%
O=C(c1cccc(S(=O)(=O)N2CCCC2)c1)N(Cc1ccco1)C1CCS(=O)(=O)C1 (configuration not stated)	-11%	i	·	-5%	3%	-4%	-22%	5%
Cc1ccc(C(=O)N/C(=C\c2ccc(F)cc2)C(=O)NCc2ccncc2)cc1	-3%	-2%	-8%	-15%	2%	-5%	-2%	-1%
CCCCn1c(=O)[nH]c(=O)c2c1nc(-c1ccc(C#N)cc1)n2C1CCCC1	?	-4%	8%	-3%	-2%	-5%	?	-11%
CCSc1nc(-c2ccc(OC)cc2)cc(-c2ccccc2)c1C#N	?	-5%	1%	·	19%	-21%	?	-12%
CCN(CC)S(=O)(=O)c1cc(NC(=O)COc2ccc(C#N)cc2OC)ccc1C	4%	-6%	?	0%	-1%	-4%	6%	1%
CC(=O)c1ccc(NC(=S)NC(C)CCc2ccccc2)cc1 (configuration not stated)	-6%	-6%	·	-7%	4%	·	-2%	-6%
O=C(Cc1ccsc1)Nc1ccc(S(=O)(=O)C(F)F)cc1	1%	i	-11%[46 µM]	11%	-1%	2%	5%	0%
CCOC(=O)COc1cc(-n2c(=S)[nH]c3cc(OC)c(OC)cc3c2=O)c(Cl)cc1Cl	-1%	i	·	0.71µM*	5%	10%	0%	5%

Screens (PubChem BioAssay)
